# Assay outcomes (PubChem)
# M. tuberculosis – growth inhibition of non-replicating M. tuberculosis (AID 488890) | Mycobacterium tuberculosis non-replicating, growth inhibition; higher % means a stronger effect | inhibition, % at 25 µM, or IC50 in µM where a hit was titrated | actives 0.39% (n = 320,000); in the data active = a potency from the dose series; inconclusive = inhibition mostly from about 82% at the one dose, without a potency; inactive = the rest, 99 in 100 with inhibition below about 76%;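 note: plate controls were DMSO cells for no effect and high antibiotic wells for full effect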
# inhibitors of VEEV – inhibitors of VEEV TC-83 cytopathic effect, confirmation, Vero cells (AID 588727) | actives 0.13% (n = 350,000) | Vero cells, VEEV TC-83 cytopathic effect inhibition; higher % means a stronger effect | inhibition, % at 20 µM, or IC50 in µM where a hit was titrated; in the data active = a potency from the dose series; inconclusive = inhibition mostly from about 14% at the one dose, without a potency; inactive = the rest, 99 in 100 with inhibition below about 12%; note: strong numbers were not always called active
# H1N1 NS1A inhibition – NS1A inhibition, H1N1 influenza, cell based functional assay (AID 504329) | NS1A functional cell-based assay, percent inhibition; higher % means a stronger effect | inhibition, % at 12.5 µM, or IC50 in µM where a hit was titrated | actives 0.3% (n = 340,000); in the data active = a potency from the dose series; inconclusive = inhibition above about 27% without an active follow-up result; note: strong numbers were not always called active
# Salmonella PhoP GFP – Inhibition of PhoP regulon, Salmonella typhi GFP reporter cells, confirmation, 4 h (AID 1850) | Salmonella Typhi PhoP-promoter GFP reporter, fluorescence, 4 h; higher % means a stronger effect | one-dose inhibition, % at 50 µM; IC50 in µM for titrated hits | actives 0.33% (n = 310,000); in the data active = a potency from the dose series; inconclusive = inhibition mostly from about 25% at the one dose, without a potency; inactive = the rest, 99 in 100 with inhibition below about 19%;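 note: 0% = induced wells with vehicle and 100% = uninduced wells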
# M. tuberculosis HTS – M. tuberculosis growth inhibition, HTS (AID 449762); M. tuberculosis H37Rv growth inhibition, 7H9 media; higher % means a stronger effect; one-dose inhibition, % at 25 µM; IC50 in µM for titrated hits; actives 0.59% (n = 330,000); in the data active = a potency from the dose series; inconclusive = inhibition above about 70% without an active follow-up result;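 note: bacterial growth assessed after seven days of incubation; strong numbers were not always called active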
# inhibitors of VEEV 10K pilot screen – second read-out of inhibitors of VEEV, no call of its own (marks repeat the call); inhibition, %; measured here: 10K pilot screen inhibition
# Active calls of the source: *; i = inactive; ? = inconclusive; . = not tested or not shown. Random draw from the library; overall some 1.4% were active at least once.
SMILES,M. tuberculosis,inhibitors of VEEV,H1N1 NS1A inhibition,Salmonella PhoP GFP,M. tuberculosis HTS,others
CC1CN=C(N(C(=O)Nc2ccccc2)C(C)C)S1 (stereo not given),-7%,2.5%,5%,-17%,-3%,
Cc1cc(-c2c(C)[nH]n(-c3ccccc3)c2=O)n(-c2ccccc2)n1,-6%,3.0%,-3%,-14%,-6%,
NC(Cc1ccccc1)c1nn[nH]n1 (stereo not given),.,0.2%,-21%,.,.,
CCCCNc1c(-c2ccc(OC)c(SC(C)CC)c2)nc2cc(C)ccn12 (stereo not given),52%,7.0%,-2%,.,?,
CCn1c(SCC(=O)Nc2cccc(S(=O)(=O)N(C)c3ccccc3)c2)nnc1C1CC1,40%,4.0%,2%,.,5%,
Cc1c(C)c2c(OCC(=O)NCC(O)c3ccccc3)cc3c(c2oc1=O)CCC(C)(C)O3 (stereo not given),10%,3.6%,4%,-42%,1%,
O=C1CC(N2CCN(c3ccccc3Cl)CC2)C(=O)N1c1ccc(F)cc1 (stereo not given),29%,i,-1%,-6%,5%,
CS(=O)(=O)N1CCN(c2ccccc2NC(=O)CSc2nnc(-c3ccco3)o2)CC1,-1%,1.1%,-7%,-8%,-15%,
O=C(CNC(=O)c1ccc(F)cc1)N/N=C/c1cc(Br)ccc1OC(=O)/C=C/c1ccco1,37%,11%,-11%,4%,0%,
CCn1nnnc1SCC(=O)N1c2ccccc2CCc2ccccc21,7%,0.8%,-3%,15%,10%,
CCOC(=O)C1=C(C)N=C2SC(C)C(=O)N2C1c1ccccc1 (stereo not given),2%,2.7%,-2%,-1%,-9%,
O=C(Cc1ccc2c(c1)OCCO2)Nc1cccc(S(=O)(=O)N2CCOCC2)c1,3%,0.0%,-2%,.,1%,
CCOc1ccc(C(=O)Nc2c3c(nn2-c2ccc(C)cc2)CS(=O)C3)cc1OCC (stereo not given),-17%,0.7%,9%,2%,-7%,
CCOC(=O)c1nn(-c2ccc(C)cc2)c(=O)cc1OCC(=O)Nc1cccc(C)c1,-4%,1.8%,-7%,1%,18%,
CCCCCCCn1c(=N)n(CC(=O)c2ccco2)c2ccccc21,63%,5.8%,5%,15%,21%,
Cc1cc(Cl)c(OCCN2C(=O)NC(C)(C)C2=O)c(Br)c1,-1%,i,0%,0%,-14%,
O=C(C1CCCCC1)N1CCc2ccccc21,6%,i,2%,1%,0%,
CC(Sc1nnc(-c2ccncc2)n1-c1ccc(F)cc1)C(=O)NC1CC1 (stereo not given),-7%,i,-1%,.,-3%,
O=C(OCC(=O)N1CCOCC1)c1ccccc1O,-1%,1.0%,-14%,6%,-1%,
CC(=NC(C)c1ccccc1)c1c(O)[nH]c(=O)[nH]c1=O (stereo not given),-9%,i,-1%,-1%,-2%,
O=C(COC(=O)c1ccc2c(c1Cl)C(=O)c1ccccc1C2=O)NC1CCCCC1,72%,0.5%,-8%,5%,9%,
CCn1c(=O)c2c(nc(SCC(=O)NCC3CCCO3)n2C)n(C)c1=O (stereo not given),-2%,0.3%,-12%,-10%,4%,
COc1ccc(OCC(=O)N2CCN(S(=O)(=O)c3ccc(Cl)s3)CC2)cc1,-2%,3.8%,5%,.,2%,
CCOC(=O)Cn1nc(-c2ccccc2)ccc1=O,-12%,0.3%,-1%,-3%,-3%,
O=C(CSc1nc2ccccc2[nH]1)N/N=C/C=C\c1ccccc1[N+](=O)[O-],17%,2.4%,7%,-11%,3%,
SMILES,M. tuberculosis,inhibitors of VEEV,H1N1 NS1A inhibition,Salmonella PhoP GFP,M. tuberculosis HTS,others
CCOC(=O)C1CCN(S(=O)(=O)c2c(C)[nH]c(=O)[nH]c2=O)CC1,-35%,2.1%,-4%,15%,3%,
COc1ccc(-c2ncc(CN3CCN(CCC(C)C)C(CCO)C3)cn2)cc1 (stereo not given),51%,0.3%,-6%,-10%,0%,
Cn1c(NC(=O)c2ccc(F)c(F)c2)cc(=O)n(C)c1=O,-4%,0.8%,-12%,-10%,-8%,
N#Cc1ccc(C(=O)Nc2ccc([N+](=O)[O-])cc2)c(F)c1,-24%,i,13%,6%,-6%,
Cc1ccc(CNC(=O)Cn2cnc3c(NC(=O)OCc4ccccc4)ncnc32)o1,-13%,0.9%,-3%,.,-6%,inhibitors of VEEV 10K pilot screen=1.5
COc1cc(/C=N/NC(=O)c2ccccn2)cc2c1OCO2,51%,0.0%,-7%,-8%,?,
COC(=O)c1c(NC(=O)c2cccc(N3C(=O)CCC3=O)c2)sc2c1CCN(C(C)=O)C2,-7%,2.9%,2%,-6%,-12%,
CC(=O)c1cc(CN2CCN(Cc3ccccc3)C(CCO)C2)cs1 (stereo not given),.,i,2%,5%,5%,
CC(C)CC(=O)Nc1ccc2c(c1)OCO2,-4%,i,5%,-4%,-2%,inhibitors of VEEV 10K pilot screen=0.0
CCCCC(=O)Nc1ccc(C(=O)Nc2ccc(OC)cc2[N+](=O)[O-])cc1,-13%,2.6%,6%,-10%,1%,
Cc1cnc(NC(=O)CCc2ccccc2)s1,53%,1.4%,-6%,-8%,6%,
COc1ccc(S(=O)(=O)N2CCCCCC2)cc1C(=O)N(C)Cc1ccc(Cl)cc1Cl,12%,6.6%,0%,3%,-5%,
Cc1ccc(C(=O)NCCNC(=O)c2ccccn2)cc1,-3%,1.4%,2%,8%,4%,
CCOC(=O)c1cc2c(c(CCO)n1)[C@@H](CCO)N(S(=O)C(C)(C)C)C2 (stereo not given in full),.,i,-21%,.,.,
COc1ccc(C(=O)Nc2ccccc2Cc2ccccc2)c(OC)c1,?,7.1%,-1%,-1%,?,
CC(C)(C)[C@H]1C=C(C(=O)NC2CC2)O[C@@H](OCc2ccc(CO)cc2)C1,-1%,i,-10%,-43%,1%,
Cc1ccc2[nH]c(C(=O)N3CCOCC3)cc2c1,-15%,7.1%,5%,7%,-2%,
Cc1ccc(CN2C(=O)CCC2C(=O)NCCCN2CCOCC2)cc1 (stereo not given),1%,i,-5%,-8%,-2%,
Cc1cc(C)nc(SCC(=O)N2CCC(C(N)=O)CC2)n1,-11%,i,-6%,1%,-10%,
COc1c2c(cc3ccc(=O)oc13)CCO2,-2%,0.1%,-25%,-9%,3%,
Cn1c(Cc2ccccc2)nnc1SCC(=O)NC1CC1,-11%,2.5%,1%,3%,4%,
CCOc1ccccc1N1CC(C(=O)Nc2ccccc2N2CCOCC2)CC1=O (stereo not given),-2%,9.0%,14%,-2%,-13%,
COc1ccc(-n2ncc3c(NCC4CCCO4)ncnc32)cc1 (stereo not given),13%,8.8%,5%,-8%,17%,
Cc1cccc(-n2c(CNC(=O)c3ccc(S(=O)(=O)N4CCCC4)cc3)n[nH]c2=S)c1,6%,i,-6%,11%,-3%,
c1ccc(N/N=C(\Cc2nc3ccccc3[nH]2)c2ccccc2)cc1,56%,0.3%,0%,5%,12%,
SMILES,M. tuberculosis,inhibitors of VEEV,H1N1 NS1A inhibition,Salmonella PhoP GFP,M. tuberculosis HTS,others
CCCSc1nc2c(cnn2-c2ccc(F)cc2)c(=O)[nH]1,.,0.5%,6%,.,-12%,
NC(=O)N/N=C/c1cc(Br)ccc1OCC(=O)NCc1ccccc1,-4%,4.1%,5%,-4%,5%,
Cc1nc(SCc2nc3ccccc3[nH]2)c2oc3ccc(Br)cc3c2n1,33%,0.3%,-7%,.,18%,
Cc1cc(Br)cn2ccnc12,2%,i,-11%,-15%,-1%,
CCN(c1ccc(OC)cc1)S(=O)(=O)c1ccc2c(c1)CC(C)N2C(=O)C1CC1 (stereo not given),22%,4.7%,-1%,0%,3%,
O=C(Nc1cccc2ncccc12)c1ccc(F)cc1,-12%,1.0%,-1%,-2%,-7%,
Cc1cccc(/C=N/n2c(C)nc3ccccc3c2=O)c1,1%,6.9%,19%,3%,5%,
CC(=O)Nc1ccc(C(=O)OCC(=O)Nc2ccc([N+](=O)[O-])cc2C(F)(F)F)cc1,3%,i,-8%,5%,3%,
Cc1cc(OCc2cc(C(=O)N3CCN(CC4CC4)CC3)no2)cc(C)c1Cl,56%,i,6%,-2%,65%,
O=C(CSc1n[nH]c(-c2ccco2)n1)Nc1sc2c(c1C(=O)Nc1ccccc1)CCCC2,-1%,6.4%,14%,-2%,4%,
CN1CCc2c(OCC(=O)NC3CCCCC3)cccc2C1=O,5%,1.9%,-10%,-3%,-6%,
O=C1Nc2cc(Cl)ccc2Nc2cscc21,30%,0.8%,-1%,2%,1%,inhibitors of VEEV 10K pilot screen=1.4
CCCCCN(C(=O)NC(=O)Nc1cccc(C)c1C)S(C)(=O)=O,14%,1.9%,7%,7%,-1%,
O=c1cc(Nc2ccc3c(c2)OCCO3)[nH]c(=O)n1-c1ccc(Cl)cc1,-19%,9.4%,-5%,-3%,0%,
CC(=O)c1ccc(N(CC(=O)NC2CCCC2)C(=O)c2csnn2)cc1,0%,10%,-2%,0%,-1%,
CCCCOC(=O)c1ccc(NC(=O)COC(=O)CN2C(=O)NC3(CCCC3)C2=O)cc1,10%,3.9%,-8%,-1%,70%,
COc1ccc(C)cc1N(C(=O)c1ccccc1F)c1nc2ccccc2s1,20%,7.1%,-2%,4%,8%,
CCCN(CCC)C(=O)c1cc([N+](=O)[O-])cc2c1-c1ccc([N+](=O)[O-])cc1C2=C(C#N)C#N,?,.,.,6%,?,
CCCC(CCC)n1[nH]c(=O)c2c(C)cc(C)nc21,14%,0.7%,-2%,-4%,3%,
COc1cc2c(cc1OC)CN(C(=O)CSc1ccccc1C)CC2,13%,2.4%,1%,.,-8%,
COc1cc(CNc2ccc(N3CCOCC3)cc2)ccc1OCC(=O)NC(C)(C)C,16%,0.1%,1%,-3%,-8%,
Nc1[nH]n(-c2ccccc2)c(=O)c1N=Nc1ccc2c(c1)OCO2,15%,5.9%,-21%,6%,6%,
CCC(=O)NC(c1cc(Cl)c2ccccc2c1O)C1CC1 (stereo not given),26%,0.2%,1%,.,-5%,inhibitors of VEEV 10K pilot screen=1.9
O=[N+]([O-])c1cccc(N=Cc2sc3ccccc3c2O)c1,6%,.,.,-10%,4%,
Cc1ccc(CN2C(=O)COc3cc(NS(C)(=O)=O)ccc32)cc1,.,2.6%,-8%,.,.,
Cc1ccc(SCc2noc(C(=O)NCC3CCCO3)c2C(=O)O)cc1C (stereo not given),14%,0.2%,-8%,0%,-2%,
COc1cc(C(=O)Nc2cc(-c3cn4cccnc4n3)ccc2C)cc(OC)c1OC,-15%,3.2%,-2%,10%,8%,
O=C(Nc1nccs1)c1ccc(-c2ccc(F)c(Cl)c2)o1,.,9.8%,-6%,-7%,?,
Cc1ccc2nc(-c3ccccc3)cc(C(=O)O)c2c1,5%,i,-10%,16%,-20%,

# Among those listed so far, 14 contain an NH in an aromatic ring:
SMILES,M. tuberculosis,inhibitors of VEEV,H1N1 NS1A inhibition,Salmonella PhoP GFP,M. tuberculosis HTS,others
Cc1cc(-c2c(C)[nH]n(-c3ccccc3)c2=O)n(-c2ccccc2)n1,-6%,3.0%,-3%,-14%,-6%,
NC(Cc1ccccc1)c1nn[nH]n1 (stereo not given),.,0.2%,-21%,.,.,
CC(=NC(C)c1ccccc1)c1c(O)[nH]c(=O)[nH]c1=O (stereo not given),-9%,i,-1%,-1%,-2%,
O=C(CSc1nc2ccccc2[nH]1)N/N=C/C=C\c1ccccc1[N+](=O)[O-],17%,2.4%,7%,-11%,3%,
CCOC(=O)C1CCN(S(=O)(=O)c2c(C)[nH]c(=O)[nH]c2=O)CC1,-35%,2.1%,-4%,15%,3%,
Cc1ccc2[nH]c(C(=O)N3CCOCC3)cc2c1,-15%,7.1%,5%,7%,-2%,
Cc1cccc(-n2c(CNC(=O)c3ccc(S(=O)(=O)N4CCCC4)cc3)n[nH]c2=S)c1,6%,i,-6%,11%,-3%,
c1ccc(N/N=C(\Cc2nc3ccccc3[nH]2)c2ccccc2)cc1,56%,0.3%,0%,5%,12%,
CCCSc1nc2c(cnn2-c2ccc(F)cc2)c(=O)[nH]1,.,0.5%,6%,.,-12%,
Cc1nc(SCc2nc3ccccc3[nH]2)c2oc3ccc(Br)cc3c2n1,33%,0.3%,-7%,.,18%,
O=C(CSc1n[nH]c(-c2ccco2)n1)Nc1sc2c(c1C(=O)Nc1ccccc1)CCCC2,-1%,6.4%,14%,-2%,4%,
O=c1cc(Nc2ccc3c(c2)OCCO3)[nH]c(=O)n1-c1ccc(Cl)cc1,-19%,9.4%,-5%,-3%,0%,
CCCC(CCC)n1[nH]c(=O)c2c(C)cc(C)nc21,14%,0.7%,-2%,-4%,3%,
Nc1[nH]n(-c2ccccc2)c(=O)c1N=Nc1ccc2c(c1)OCO2,15%,5.9%,-21%,6%,6%,
